Screening data (PubChem BioAssay)
Cardio protect: cardioprotection against H2O2-induced cell death, primary screen, uHTS, H9c2 cells, ATPLite luminescence. H9c2 cardiomyocytes, H2O2 injury protection, 2 h. protection from H2O2 cell death, % at 20 µM. 360,000 tested, 0.63% active. AID 588492, 2011;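 active = compounds giving at least 50% protection of heart cells from peroxide-induced death in the single-dose screen, raw or plate-pattern-corrected value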;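 note: 0% = DMSO wells with peroxide and 100% = DMSO wells without peroxide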
CaV13 FRET inh: Disruptors of the CACNA1D IQ motif to Ca2+-dependent inactivation inhibitor domain association, primary screening, Förster resonance energy transfer in intact living …; HEK cells, CFP/YFP FRET ICDI-IQ, plate reader, 10 min; percent FRET-ratio fall versus neutral wells; inhibition, % at 12.3 µM; 340,000 tested, 0.098% active;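 active = mean replicate inhibition of at least 30% and at least 1% of replicates passing that level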;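 note: 0% = median of the neutral control wells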
NR2E3 ag-1: inhibitors of NR2E3-RetCOR corepressor binding, primary screen, NR2E3 agonist project, biochemical, TR-FRET, GST-NR2E3, biotin-RetCOR. Photoreceptor-specific nuclear receptor (Homo sapiens), Q9Y5X4. 1536-well. inhibition of corepressor binding, % at 4.78 µM. 320,000 tested, 0.12% active. AID 2300, 2010;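 active = percent inhibition above the cutoff of mean plus 3 SD of all tested compounds, set per screening campaign, cut at about 20% in these data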;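 note: 0% = DMSO wells and 100% = biotin wells as full block of FRET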
Target sequence (Q9Y5X4 whole entry, looked up): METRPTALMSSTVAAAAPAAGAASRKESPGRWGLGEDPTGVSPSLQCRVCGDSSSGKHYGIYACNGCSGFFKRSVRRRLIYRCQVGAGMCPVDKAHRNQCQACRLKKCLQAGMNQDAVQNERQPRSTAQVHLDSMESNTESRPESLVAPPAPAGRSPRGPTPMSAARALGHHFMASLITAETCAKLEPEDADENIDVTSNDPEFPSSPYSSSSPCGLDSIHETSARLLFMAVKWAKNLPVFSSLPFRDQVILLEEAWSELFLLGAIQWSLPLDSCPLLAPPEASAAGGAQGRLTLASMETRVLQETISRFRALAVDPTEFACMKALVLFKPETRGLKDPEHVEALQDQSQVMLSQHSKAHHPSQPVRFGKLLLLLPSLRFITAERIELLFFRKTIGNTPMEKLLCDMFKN
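Material – GST-tagged NR2E3 plus biotinylated RetCOR corepressor · Quantity – NR2E3 fusion 1.35 nM · Times – 5 h incubation at 4 °C · Medium – pH 7.5 Tris-based buffer · Technique – TR-FRET, Eu(K)-anti-GST donor, streptavidin-D2 acceptor, ex 340, em 617/671 nm · Benchmarks – high control biotin, low control 0.6% DMSO · Format – 1536-well plates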
NR2E3 ag-2: NR2E3 agonists in two-hybrid cells, primary screen, cell-based, luminescence, CHO-S, Gal4-NCOR/VP16-NR2E3. luciferase. AID 602229, 2012. inhibition of corepressor binding, % at 3.98 µM. 360,000 tested, 0.35% active. Photoreceptor-specific nuclear receptor (Homo sapiens), Q9Y5X4;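 active = inhibition above the mean of all tested compounds plus 3 SD, cut at about 70% in these data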;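 note: 0% = DMSO with NR2E3 transfected cells and 100% = cells lacking NR2E3 construct; higher means lower luciferase signal from less NR2E3 corepressor binding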
HIF-2a block: HIF-2a reporter inhibitors, primary screen, luminescence, 786-0 RCC cells; AID 624352, 2012; 360,000 tested, 0.72% active; 786-0 RCC cells HIF-2a reporter, luciferase luminescence, overnight; inhibition, % at 18.8 µM;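 active = inhibition of the luminescence signal of 40% or more relative to plate controls, in a single-dose primary screen at 18.75 µM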
PDI inh: inhibitors of human PDI, primary screen, biochemical, turbidity, single point, plate reader | Protein disulfide-isomerase (Homo sapiens), P07237 | PDI insulin aggregation turbidity, A650, 90 min | inhibition, % at 10 µM | 350,000 tested, 0.052% active | AID 588391, 2011;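 active = mean inhibition across replicates of 30% or more, whatever share of single replicates reach that level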;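 note: absorbance from insulin aggregation driven by PDI reduction with DTT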
Target sequence (P07237 whole entry, looked up): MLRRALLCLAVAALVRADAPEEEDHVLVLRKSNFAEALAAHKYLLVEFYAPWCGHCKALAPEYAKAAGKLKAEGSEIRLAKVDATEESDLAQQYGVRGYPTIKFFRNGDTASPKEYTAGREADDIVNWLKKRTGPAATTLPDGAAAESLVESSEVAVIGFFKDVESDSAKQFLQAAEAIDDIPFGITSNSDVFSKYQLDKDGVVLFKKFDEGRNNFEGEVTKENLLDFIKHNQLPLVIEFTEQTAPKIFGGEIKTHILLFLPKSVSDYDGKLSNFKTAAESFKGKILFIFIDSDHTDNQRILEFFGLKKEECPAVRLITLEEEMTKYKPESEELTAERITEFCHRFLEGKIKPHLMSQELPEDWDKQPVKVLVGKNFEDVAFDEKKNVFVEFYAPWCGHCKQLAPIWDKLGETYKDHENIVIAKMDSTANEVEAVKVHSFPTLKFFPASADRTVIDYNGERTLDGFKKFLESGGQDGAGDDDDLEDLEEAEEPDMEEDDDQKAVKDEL
Shn3 3UTR inh: reduction of Shn3 3'UTR firefly luciferase signal, primary screen, Schnurri-3 inhibitor project, cell-based, Clone20 osteoblasts, set 2; Clone20 osteoblast Shn3 3'UTR firefly luciferase, 24 h; 360,000 tested, 0.52% active; AID 588674, 2011; inhibition, % at 12.5 µM;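 active = mean inhibition of at least 75% with every replicate also reaching 75%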;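 note: 0% = median of neutral control wells and 100% = pilot-screen positive control compound; some compounds past the cut are filed as inactive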
hiPSC survival: enhancers of single-cell hiPSC survival, primary screen, ATPlite luminescence. survival enhancement, % at 20 µM. 100% = ROCK inhibitor wells, 0% = DMSO. 360,000 tested, 0.044% active; in the data active = survival enhancement above about 18%;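 note: cells exposed to compounds for 16 hours before the ATP read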
m5-HT2A agonist: mouse Htr2a agonists via beta-arrestin recruitment, primary screen, cell-based, luminescence; activation, % at 7.6 µM; AID 624169, 2012; 5-hydroxytryptamine receptor 2A (Mus musculus), P35363; 360,000 tested, 0.66% active; CHO-K1 mHTR2A beta-arrestin complementation; percent of 30 µM serotonin response;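 active = activation above a run cutoff, the mean activation of all tested compounds plus 3 SD, cut at about 14% in these data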;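 note: 0% = plate median of compound wells and 100% = 30 µM serotonin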
TRPM1 prom inh: inhibitors of MITF-dependent TRPM1 promoter reporter, primary screen, cell-based, SK-MEL-5, single point, luciferase; AID 488899, 2010; inhibition, % at 12.5 µM; 330,000 tested, 0.83% active; SK-MEL-5 TRPM1 promoter luciferase, 24 h;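 active = mean inhibition across replicates of 60% or more, whatever share of single replicates reaches that level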; note: values of inactives mirror those of a sister screen read the other way
Peg3 prom inh: Peg3 promoter-driven luciferase inhibitors, primary screen, cell-based, HeLa, luciferase luminescence | 360,000 tested, 1.7% active | AID 588405, 2011 | inhibition, % at 20 µM | HeLa PEG-Prom luciferase reporter, overnight;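 active = inhibition of at least 50% at 20 µM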
An asterisk follows results filed as active; . = no result given.

1. C/C(=N\NC(=O)c1c(C)nc2ccccn12)c1cccc([N+](=O)[O-])c1
2. O=C(CSc1ccc2ccccc2n1)N1CCC(c2noc3ccc(F)cc23)CC1
3. COc1ccc(C2SCC(=O)N2CCc2ccc(OC)c(OC)c2)cc1 (stereo unspecified)
4. Cn1c(-c2csc(-c3cccc(C(F)(F)F)c3)n2)n[nH]c1=S
5. CCc1c(C)nc2ncnn2c1NCc1cccs1
6. CCn1c2ccccc2c2cc(NC(=O)c3cc(OC)cc(OC)c3)ccc21
7. Cc1ccc2nc(SCC(=O)Nc3ccc4sc(C)nc4c3)c(C#N)cc2c1
8. CC1=C(C(=O)N(C)C)CC(CC(=O)NCc2cccs2)C(=O)N1CCCN1CCCC1=O (stereo unspecified)

Compound | 1 | 2 | 3 | 4 | 5 | 6 | 7 | 8
Cardio protect | 15 | 8 | -12 | -10 | -11 | 2 | -6 | 17
CaV13 FRET inh | -7 | -6 | -19 | . | -16 | -16 | -6 | -6
NR2E3 ag-1 | 0 | -2 | 2 | 6 | -1 | 3 | -2 | .
NR2E3 ag-2 | 25 | -15 | -4 | 8 | 3 | 51 | -7 | 16
HIF-2a block | 2 | 14 | 25 | -14 | 4 | 24 | -33 | 13
PDI inh | 1 | -1 | -3 | 1 | 5 | -9 | 8 | 9
Shn3 3UTR inh | -16 | 12 | 66 | -6 | 37 | 9 | -34 | -24
hiPSC survival | 1.4 | -2.1 | -2.8 | 0.8 | 0.0 | -1.2 | -2.2 | 1.1
m5-HT2A agonist | -2 | -9 | 2 | -2 | -2 | -3 | 2 | 2
TRPM1 prom inh | 16 | 23 | 24 | -14 | 6 | 46 | -1 | .
Peg3 prom inh | 6 | 23 | 31 | -12 | 6 | -4 | -107 | 2

9. CC1=CC(c2ccccc2)n2nc(N3C(=O)c4ccccc4C3=O)nc2N1 (stereo unspecified)
10. COc1ccc(N2CCN(C(=O)CN(Cc3ccc(Cl)cc3)S(C)(=O)=O)CC2)cc1
11. Cc1c(NS(=O)(=O)c2cc(Br)cc3c2N(C(=O)C2CC2)CC3)c(=O)n(-c2ccccc2)n1C
12. O=C(O)c1ccccc1/C=N/n1c(C2CCCCC2)n[nH]c1=S
13. CCCc1cc(=O)[nH]c(SCC(=O)NC(=O)OCC)n1
14. S=C(NCc1ccco1)Nc1ccc(Oc2ccccc2)cc1
15. CC1(c2ccccc2)NC(=O)N(CC(=O)N2CCN(S(=O)(=O)c3cccs3)CC2)C1=O (stereo unspecified)
16. O=C1N/C(=N\N=C\c2cccs2)SC1Cc1ccc(Cl)c(Cl)c1 (stereo unspecified)

Compound | 9 | 10 | 11 | 12 | 13 | 14 | 15 | 16
Cardio protect | -2 | -4 | 10 | 3 | 4 | -4 | 7 | -6
CaV13 FRET inh | -3 | -5 | . | -4 | -8 | -4 | -6 | -5
NR2E3 ag-1 | 0 | 8 | 1 | -3 | 1 | -1 | 5 | -1
NR2E3 ag-2 | -6 | -29 | -22 | 1 | 13 | -15 | 20 | 6
HIF-2a block | 27 | 13 | 21 | 9 | -2 | -66 | 13 | 23
PDI inh | -8 | 2 | -2 | 6 | 5 | 10 | 2 | -8
Shn3 3UTR inh | 4 | 15 | -36 | -33 | -7 | -23 | 0 | -2
hiPSC survival | 2.8 | -0.8 | -0.5 | 1.3 | -1.3 | 2.8 | 0.3 | 1.3
m5-HT2A agonist | 1 | -2 | 1 | 2 | 3 | -7 | -4 | -3
TRPM1 prom inh | 15 | 3 | -6 | 6 | -3 | -24 | 2 | -5
Peg3 prom inh | 5 | 11 | 3 | 2 | 15 | -33 | 4 | 25

17. CCC1CCCCN1C(=O)CCNS(=O)(=O)c1ccc2c(c1)oc(=O)n2C (stereo unspecified)
18. Cc1cc(C)n(-c2ccc(C(=O)Nc3cccnc3Cl)cc2)n1
19. Nc1nc(Cl)cc(-c2ccccc2)n1
20. CCCCC(Sc1nc(C)c(Cc2ccccc2)c(=O)[nH]1)C(=O)O (stereo unspecified)
21. N#Cc1ccc(-c2ccc(OCC(=O)NCCCN3CCCC3=O)cc2)cc1
22. CSc1nc2c(C)c(C)c(C)c(C)c2[nH]1
23. C[C@@H]1CN([C@H](C)CO)S(=O)(=O)c2ccc(Br)cc2O[C@H]1CN(C)C(=O)C1CC1
24. COc1ccc(C(=O)N2CCCCCC2)cc1OC1CCN(C(C)=O)CC1

Compound | 17 | 18 | 19 | 20 | 21 | 22 | 23 | 24
Cardio protect | -3 | -5 | 0 | -1 | -18 | -7 | 3 | 1
CaV13 FRET inh | -4 | -16 | -4 | -2 | -6 | -6 | -4 | -9
NR2E3 ag-1 | 0 | 2 | 1 | 5 | -1 | 2 | . | 1
NR2E3 ag-2 | -11 | 2 | -19 | 0 | 2 | -39 | -60 | -28
HIF-2a block | 6 | -14 | 12 | 16 | -20 | 23 | 4 | 15
PDI inh | 3 | -6 | 1 | -6 | 0 | 4 | -2 | -3
Shn3 3UTR inh | -10 | 12 | -2 | 3 | -3 | 15 | 24 | -3
hiPSC survival | -0.2 | 2.0 | -1.2 | -0.7 | 0.1 | 0.8 | -0.6 | -0.1
m5-HT2A agonist | 6 | 1 | 4 | 3 | -4 | -1 | 2 | 2
TRPM1 prom inh | 6 | -17 | 13 | -9 | 4 | -2 | . | -1
Peg3 prom inh | 7 | -4 | -4 | 3 | -28 | 4 | 4 | 12

25. Cc1cc2c(Nc3ccc(C(=O)O)cc3)ncnc2s1
26. COc1cc2c(C(=O)NCc3ccc(C)o3)cn(CC(C)C)c(=O)c2cc1OC
27. CC1(C)C(C=C(Cl)Cl)C1C(=O)N(Cc1cccc(Cl)c1)C1CCS(=O)(=O)C1 (stereo unspecified)
28. CCCCC(CCC(=O)O)(C(=O)OCC)c1csc(Nc2ccc(OCC)cc2)n1 (stereo unspecified)
29. Nc1c([N+](=O)[O-])c(=O)oc2ccccc12
30. COc1cccc(NC(=O)N2CCCC2C(=O)Nc2ccc3c(c2)OCO3)c1 (stereo unspecified)
31. Cc1cccc(NC(=S)NC(C)(C)CC(C)(C)C)c1
32. NC(=O)NC(=O)CSc1nc(C2CCCCC2)n(-c2ccccc2)n1

Compound | 25 | 26 | 27 | 28 | 29 | 30 | 31 | 32
Cardio protect | 1 | 19 | -2 | -7 | 9 | -2 | -14 | -4
CaV13 FRET inh | -4 | -4 | -6 | -15 | -6 | -4 | -6 | -5
NR2E3 ag-1 | -1 | 2 | 3 | -3 | 1 | 5 | 1 | 0
NR2E3 ag-2 | -18 | -2 | -2 | 5 | -27 | -37 | -20 | 8
HIF-2a block | 15 | 14 | 19 | 10 | 6 | 12 | 9 | 14
PDI inh | 5 | 6 | -2 | -2 | 4 | -4 | 1 | -5
Shn3 3UTR inh | 14 | -5 | 18 | -7 | 0 | -5 | 10 | 17
hiPSC survival | 0.2 | 1.0 | -0.8 | 5.9 | 3.4 | 3.1 | -2.5 | -0.2
m5-HT2A agonist | 5 | -4 | -2 | 0 | 0 | 1 | 5 | 2
TRPM1 prom inh | 0 | 0 | -4 | 9 | -5 | -3 | -9 | 6
Peg3 prom inh | 11 | 22 | 11 | 0 | 16 | 9 | 19 | 5

33. Cc1cccc(N2CCN(C(=O)Cn3ccc4ccccc4c3=O)CC2)c1C
34. Cc1cc(Br)ccc1NC(=O)CSc1nnc(CN2CCOCC2)n1C
35. CCc1nnc(NC(=O)CSc2nc(-c3ccccc3)nc3ccccc23)s1
36. C/C(=C\C(=O)c1ccc(Br)cc1)NNC(=O)c1ccccc1
37. Cc1ccccc1N(C(=O)CNC(=O)c1ccco1)C(C(=O)NC1CCCCC1)c1cccnc1 (stereo unspecified)
38. CCCCc1ccc(NC(=O)CC(C)(C)C)cc1
39. O=C(Nc1ccccc1C(=O)Nc1ccccc1C(=O)NCc1ccco1)c1ccco1
40. Cc1cc(NC(=O)c2cc(-c3cccnc3)nc3c(C)c(C)ccc23)no1
41. CCOC(=O)/C(=N/Nc1ccccc1)N1CCCc2ccccc21
42. COc1cc(/C=C2\SC(=O)N(c3ccc(Cl)cc3)C2=O)cc([N+](=O)[O-])c1O

Compound | 33 | 34 | 35 | 36 | 37 | 38 | 39 | 40 | 41 | 42
Cardio protect | 7 | 3 | 1 | 15 | 10 | -14 | 52* | 2 | -2 | -9
CaV13 FRET inh | 1 | -2 | -19 | 3 | -3 | -7 | -8 | -5 | -6 | -7
NR2E3 ag-1 | 3 | -1 | 0 | 0 | 7 | 2 | -1 | 2 | 5 | .
NR2E3 ag-2 | 10 | -32 | 0 | -94 | -5 | -106 | -6 | -12 | 11 | -24
HIF-2a block | 8 | 1 | 10 | -7 | 9 | -190 | 18 | 8 | 29 | -7
PDI inh | 3 | -4 | -9 | -6 | 1 | -3 | 2 | 11 | -1 | -2
Shn3 3UTR inh | 29 | -7 | -26 | 8 | -6 | -53 | -12 | 1 | 9 | -8
hiPSC survival | -1.4 | -0.1 | -2.0 | 0.4 | -0.1 | -0.9 | -2.7 | 2.7 | 6.0 | -2.3
m5-HT2A agonist | -3 | -2 | 2 | 2 | 3 | -4 | 3 | 0 | 0 | 0
TRPM1 prom inh | 2 | 5 | 4 | -3 | -2 | -67 | 3 | 15 | 2 | 11
Peg3 prom inh | -6 | 7 | 39 | 4 | 8 | -236 | 43 | 21 | 14 | -10
